High-throughput results as filed in PubChem.
RMI FANCM FP: disruptors of RMI1/RMI2 association with MM2 peptide – biochemical, fluorescence polarization, human, primary screen | AID 1159607, 2016 | 70,000 compounds, 0.58% hits | RMI core complex with F-MM2 peptide; hits give low values | FP signal (polarization) at 33 µM | RMI core complex (RMI1/RMI2) binding to FANCM MM2 peptide, human; in the data active means FP signal below about 40; further: inactives centre near 61; strong numbers were not always called active; unit not given here
Starred values were filed as active, the others as inactive; & = joins results of further samples. This is a subset, so the mix of outcomes need not match the whole.

SMILES | RMI FANCM FP
Cc1ccc(S(=O)(=O)NCC2CCN(C(C)C)CC2)cc1C | 68
Cn1nc(C(C)(C)C)cc1C(=O)Nc1ccc(-c2cn3c(n2)SCC3)cc1 | 59
COc1ccc(C(=O)N2CCC3(Cl)CCCCC3C2c2ccccc2)cc1 (stereo unspecified) | 56
COc1ccc(NC(=O)CC2NC(=O)NC2=O)cc1 (stereo unspecified) | 61
COC(=O)/C(=C\N(C)C)Sc1cc(C)c(Cl)cc1C | 55
CC1C(=O)N(C)c2ccc(S(=O)(=O)Nc3ccc(Cl)cc3Cl)cc21 (stereo unspecified) | 55
Cn1c(SCc2ccc([N+](=O)[O-])cc2)nnc1-c1ccncc1 | 54
CC(=O)CSc1nnc(Cn2nnc3ccccc32)n1Cc1ccccc1 | 63
Nc1nc(Cl)cc(N2CCCCC2)n1 | 66
Cc1ccc(NC(=O)N(CCCCN2C(=O)c3ccccc3C2=O)c2ccc(C)cc2)cc1 | 78
CCOc1cc(Cl)c(S(=O)(=O)n2ccnc2C(C)C)cc1Cl | 58
Cc1oc2ccccc2c1CC(=O)NCCCN(C)C | 59
CN(C)CC/C=C1/c2ccccc2COc2ccccc21 | 79&66
O=C(CSc1ccc2nnc(CCNC(=O)c3ccccc3)n2n1)Nc1nc2ccccc2s1 | 60
O=C(NCc1cccs1)c1nnc2n(c1=O)CCN2c1ccccc1 | 55
CCCCOc1ccccc1NC(=O)Oc1ccccc1 | 65
COc1ccc2[nH]cc(C(=O)c3ccncc3)c(=O)c2c1 | 62
COCc1cc(=O)[nH]c(SCC(=O)N2CCOCC2)n1 | 53
O=C(O)c1nccnc1C(=O)N1CCN(Cc2ccc3c(c2)OCO3)CC1 | 54
O=C(CS(=O)(=O)c1ccc(Cl)s1)Nc1nc2ccccc2s1 | 62
O=S(=O)(Cc1ccccc1)Nc1ccc2c(c1)CN(S(=O)(=O)c1ccccc1)CC2 | 75
COc1cccc(C(=O)Nc2c(C(=O)Nc3ccc4c(c3)OCO4)oc3ccccc23)c1OC | 56
CC1Cc2ccccc2N1C(=O)c1cccn(Cc2ccccc2Cl)c1=O (stereo unspecified) | 50
CC(C)(C)c1ccc(C(=O)NCc2n[nH]c(=S)n2-c2ccc(Cl)c(Cl)c2)cc1 | 64
O=C(NNC(=O)c1cc(=O)c2ccccc2o1)c1ccc(=O)n(Cc2ccc(Cl)cc2)c1 | 63
S=c1[nH]nc(-c2cnccn2)s1 | 58
N#C/C(=N/Nc1cccc(C(F)(F)F)c1)C(=O)c1csc(-c2cccnc2)n1 | 53
COc1ccc(S(=O)(=O)Nc2ccc3oc(=O)sc3c2)cc1[N+](=O)[O-] | 58
O=C(CSc1nncc(=O)[nH]1)Nc1ccc(F)cc1F | 57
Cc1ccc(C)c(Cn2nc(-c3cccs3)c3sc(N4CCOCC4)nc3c2=O)c1 | 64
CC(=O)OCC(=O)[C@@]1(O)CCC2C3CCC4=CC(=O)CC[C@]4(C)C3[C@@H](O)C[C@@]21C (stereo partly specified) | 66
CCOC(=O)c1c(NC(=O)c2ccc(Cl)cc2)sc2c1CCCC2 | 53
COCCSc1nc2c(c(C(F)(F)F)c1C#N)CCCC2 | 84
COC(=O)/C=C(\I)C(=O)OC | 62
COC(=O)C(C(=O)OC)=C1C2CC3CC(C2)CC1C3 | 53
NS(=O)(=O)c1ccc(NC(=O)CSc2nnc3scc(-c4ccccc4)n23)cc1 | 78
O=C(Nc1nnc(C2=COCCO2)o1)c1cccc(C(F)(F)F)c1 | 72
CCOC(=O)c1c(NC(=O)c2ccco2)sc(C)c1-c1ccc(F)cc1 | 74
CCOC(=O)Nc1ccc2c(c1)N(C(=O)C(C)C)CCC2 | 73
Cc1cccc(C)c1NC(=O)CSC(=O)c1ccc([N+](=O)[O-])cc1 | 53

Individual results from above:
RMI FANCM FP result of COc1cccc(C(=O)Nc2c(C(=O)Nc3ccc4c(c3)OCO4)oc3ccccc23)c1OC = 56
RMI FANCM FP result of CCOC(=O)c1c(NC(=O)c2ccco2)sc(C)c1-c1ccc(F)cc1 = 74
RMI FANCM FP result of COC(=O)/C(=C\N(C)C)Sc1cc(C)c(Cl)cc1C = 55

(continued)
SMILES | RMI FANCM FP
CC(C)n1c(=O)c2ccccc2n(Cc2nc(-c3ccc(F)cc3)no2)c1=O | 84
O=C(CSc1nnc2ccc3ccccc3n12)c1ccccc1 | 75
Cc1cc(C)n(C(C)CNC(=O)c2ccccc2Cl)n1 (stereo unspecified) | 65
Cc1ccc(C)c(NC(=S)NCCCO)c1 | 60
Cc1cc([N+](=O)[O-])ccc1NC(=O)C(=O)N1CCN(C(c2ccccc2)c2ccccc2)CC1 | 51
CS(=O)(=O)Nc1cccc(-c2cn3c(n2)SCC3)c1 | 56
O=C1NC(=O)C(=Cc2cn(-c3ccccc3)nc2-c2cccc(Br)c2)C(=O)N1 | 57
CCOc1ccc(C(=O)N2CCN(c3ccc(N4CCCCCC4)nn3)CC2)cc1 | 52
COc1cc(OC)cc(C(=O)Nc2ccc(OC)c(N3CCCCC3=O)c2)c1 | 66
Cc1ccn(-c2ccc(N3CCN(C(=O)c4ccco4)CC3)nn2)n1 | 56
O=[N+]([O-])c1cc(Cl)ccc1-c1ccc(/C=C/c2nc3ccccc3o2)o1 | 62
COC(=O)c1sccc1N(Cc1cccc(F)c1)S(C)(=O)=O | 62
NC(=O)CC(CC(N)=O)c1c(Cl)cccc1Cl | 61
CS(=O)(=O)N1CCC(C(=O)O)CC1 | 63
CS(=O)(=O)N1CCC(C(=O)Nc2ccc(Cl)cc2)CC1 | 65
O=C(CCCS(=O)(=O)c1ccc(F)cc1)Nc1cccc2ccccc12 | 68
O=C(Cc1ccc(Cl)s1)Nc1nnc(-c2cc3ccccc3o2)o1 | 66
CC(C)(C)N(C(=O)c1cc(=O)c2ccccc2o1)C(=O)N1CCCCC1 | 55
COc1ccc(C(=O)COC(=O)CCc2c[nH]c3ccccc23)cc1 | 67
COC(=O)c1sc2cc(Cl)ccc2c1OC(C)C | 55

14 compounds from above, arranged by heavy-atom count, lowest first:
SMILES | RMI FANCM FP
CS(=O)(=O)N1CCC(C(=O)O)CC1 | 63
Cc1ccc(C)c(NC(=S)NCCCO)c1 | 60
NC(=O)CC(CC(N)=O)c1c(Cl)cccc1Cl | 61
COC(=O)c1sc2cc(Cl)ccc2c1OC(C)C | 55
CS(=O)(=O)Nc1cccc(-c2cn3c(n2)SCC3)c1 | 56
Cc1cc(C)n(C(C)CNC(=O)c2ccccc2Cl)n1 (stereo unspecified) | 65
COC(=O)c1sccc1N(Cc1cccc(F)c1)S(C)(=O)=O | 62
O=C(CSc1nnc2ccc3ccccc3n12)c1ccccc1 | 75
O=C(Cc1ccc(Cl)s1)Nc1nnc(-c2cc3ccccc3o2)o1 | 66
Cc1ccn(-c2ccc(N3CCN(C(=O)c4ccco4)CC3)nn2)n1 | 56
O=C(CCCS(=O)(=O)c1ccc(F)cc1)Nc1cccc2ccccc12 | 68
COc1cc(OC)cc(C(=O)Nc2ccc(OC)c(N3CCCCC3=O)c2)c1 | 66
CCOc1ccc(C(=O)N2CCN(c3ccc(N4CCCCCC4)nn3)CC2)cc1 | 52
Cc1cc([N+](=O)[O-])ccc1NC(=O)C(=O)N1CCN(C(c2ccccc2)c2ccccc2)CC1 | 51

(further entries)
SMILES | RMI FANCM FP
Cc1[nH]cnc1C(=O)N/N=C\c1c(Cl)cccc1Cl | 55
CSc1ccc(NC(=O)c2ccc(S(=O)(=O)N3CCCCC3)cc2)nn1 | 129
CCn1c(=NC(=O)CS(=O)(=O)c2ccc(F)cc2)sc2cc([N+](=O)[O-])ccc21 | 54
O=C(c1cccc2c1OCCCO2)N1CCSCC1 | 61
COc1ccc2nc(N(CCN(C)C)C(=O)CSc3ccc(Cl)cc3)sc2c1 | 64
N#CC(C(=O)C(c1ccccc1)c1ccccc1)c1nc2ccccc2s1 (stereo unspecified) | 67
S=C1NN=C(c2ccccc2)CS1 | 56&58
COc1ccc(CCNC(=O)N2CCN(Cc3nc(-c4cccs4)cs3)CC2)cc1 | 60
CCCN(CCC)S(=O)(=O)c1ccc(C(=O)SCC(=O)OCC)cc1 | 53
CS(=O)(=O)c1ccc(CC(=O)N2CCN(c3nc4c(Cl)cccc4s3)CC2)cc1 | 58
O=C(C1CCCO1)N1CCc2ccc(NS(=O)(=O)c3ccc(F)c(Cl)c3)cc21 (stereo unspecified) | 64
COc1ccccc1-n1c(C)coc1=O | 61
Oc1ccc(Br)cc1C=Nc1ccc2c(c1)OCO2 | 46
Nc1c(S(=O)(=O)c2cccc(Cl)c2)c2nc3ccccc3nc2n1Cc1ccco1 | 9
CCOc1ccc(NC(=O)/C=C\C(=O)O)cc1 | 45
Cc1cc(NC(=O)c2cc(=O)c3ccccc3o2)n(-c2nc(-c3ccccc3)cs2)n1 | 63
CC(NC(=S)NC1CCCCC1)C(c1ccccc1)N1CCN(C)CC1 (stereo unspecified) | 56
O=C(CN1CCCCC1)Nc1nc(-c2ccc(Cl)cc2)cs1 | 65
COc1ccc2oc(=O)c(/C(N)=N/NC(=O)c3ccncc3)cc2c1 | 65
COc1ccc(-c2nnc3ccc(SCC(=O)NCc4ccc5c(c4)OCO5)nn23)cc1 | 57
COc1cccc(C(=O)NCc2cc(-c3cccs3)on2)c1OC | 57
CCOC(=O)c1sc(NC(=O)c2cc(Cl)sc2Cl)c(C(=O)OCC)c1C | 68
COc1ccc(OC)c2sc(N(CCCN3CCOCC3)C(=O)c3cc(C)no3)nc12 | 77
CC1CCN(C(=O)CSc2nc(-c3ccccc3)nc3c2c(=O)n(C)c(=O)n3C)CC1 | 70
O=C(NCC1CCN(Cc2ccco2)CC1)C(=O)Nc1ccccc1 | 71
CCS(=O)(=O)N1N=C(c2ccccc2)CC1c1cc2cc3c(cc2nc1Cl)OCCO3 (stereo unspecified) | 121
CCOC(=O)CNC(=O)CSc1nnc(NC(=O)Cc2cccc3ccccc23)s1 | 57
CCOC(=O)CN=C(NS(=O)(=O)c1ccc(Cl)cc1)c1ccccc1 | 57
COc1ccc(Cc2nnc(C3CCN(C(=O)Nc4ccccc4OC)CC3)s2)cc1 | 62
Cc1ccccc1Cn1cc(SCC(=O)NCc2ccc(F)cc2)c2ccccc21 | 76
CN1CCN(NC(=O)CCN2C(=O)/C(=C\c3ccccc3Cl)SC2=S)CC1 | 57
Fc1ccc(Nc2nc(Nc3ccccc3)nc(N3CCCC3)n2)cc1Cl | 52
CCOC(=O)Nc1nc(CC(=O)NCCc2c[nH]c3ccccc23)cs1 | 75
CCOc1ccc(-n2nnc(C(=O)Nc3cccc(C(C)=O)c3)c2C)cc1 | 67
N#Cc1c(F)cccc1NCCCn1ccnc1 | 58
CCOC(=O)c1nn(-c2ccccc2F)c(=O)c2c(NC(=O)c3cccs3)scc12 | 62
O=C(NCCOc1ccc(-c2ccco2)nn1)c1ccc(Br)o1 | 53
O=S(=O)(Cc1ccccc1F)NCC1CCN(Cc2cccs2)CC1 | 72
CCCOc1ccc(S(=O)(=O)Nc2ccc3c(c2)N(C(C)=O)CC3)cc1 | 71
Cc1cc(C)cc(NC(=O)Cc2csc(SCC(=O)c3ccc4c(c3)OCO4)n2)c1 | 136
COc1ccc(CNC(=O)C2CCN(c3ccc(S(=O)(=O)c4ccc(C)cc4)nn3)CC2)cc1 | 65
C#CCn1c(=NC(=O)C2CCN(S(=O)(=O)c3ccc(Cl)s3)CC2)sc2cc3c(cc21)OCO3 | 77
COc1ccc(N2CCN(CCNC(=O)C(=O)NC3CC3)CC2)cc1 | 63
NC12CC3CC(C1)CC(C(=O)O)(C3)C2 | 61
CN(C)CC/C=C1\c2ccccc2Sc2ccc(Cl)cc21 | 78&60
Oc1cc2c(cc1O)CN(C(=S)NCCc1ccc(Cl)cc1)CCC2 | 56
c1ccc(-c2cc3ncnc(NCc4ccc5c(c4)OCO5)c3s2)cc1 | 89&62
CCOc1ccc(-n2c(CNC(=O)c3cc(OCC)c(OCC)c(OCC)c3)nnc2SCC(=O)Nc2nnc(SCC)s2)cc1 | 62
CCn1c(SCC(=O)Nc2cc(OC)cc(OC)c2)nc2c(-c3ccc(C)cc3)csc2c1=O | 81
Brc1c(CSc2nncn2-c2ccccc2)nc2ccccn12 | 52

Following part
SMILES | RMI FANCM FP
Cc1cc(C)nc(NC(=O)c2c[nH]c3c(C(F)(F)F)cccc3c2=O)n1 | 65
COc1ccc(F)cc1S(=O)(=O)Nc1cccc(-c2csc3nc(C)cc(=O)n23)c1 | 64
CC12CCCCC1CCC1C2CCC2(C)C1CCC2(O)CSc1ncc(-c2ccccc2)s1 (stereo unspecified) | 64
COc1ccc(C(=O)/C=C/Nc2ccc(Cl)cc2Cl)cc1 | 58
CC(C)(C)c1ccc(CSCC(=O)Nc2ccccc2C#N)cc1 | 64
CCCc1cc(=O)n(CC(=O)Nc2c(C)cccc2C)cn1 | 67
O=C(Nc1cccc(C(F)(F)F)c1)C(Cl)C(=O)c1ccccc1 (stereo unspecified) | 65
CCOC(=O)c1cn(-c2ccc(N3CCC(C)CC3)nn2)nc1N | 48
O=C(CSc1cn(CCNC(=O)c2cccc(C(F)(F)F)c2)c2ccccc12)NC1CCCC1 | 61
COc1ccc(Cl)cc1C(=O)NCC(c1ccsc1)N1CCN(C)CC1 (stereo unspecified) | 54
CC(C)(C)NC(=O)[C@@H]1CN(Cc2cccnc2)CCN1C[C@@H](O)C[C@@H](Cc1ccccc1)C(=O)N[C@H]1c2ccccc2C[C@H]1O | 62
COc1ccc2[nH]cc(CCNC(=O)C3CCN(c4ncnc5c4sc4ncccc45)CC3)c2c1 | 71
O=C(Nc1cccc(-c2cn3c(n2)SCC3)c1)c1cc2ccccc2oc1=O | 57
CC(=O)Nc1ccc(Br)cc1C(=O)Nc1cc(C(F)(F)F)cc(C(F)(F)F)c1 | 50
CC1CCc2c(sc(NC(=O)CSc3nnc(-c4ccco4)n3-c3ccccc3)c2C#N)C1 (stereo unspecified) | 83
CC1(C)C2CCC(C(=O)O)(C2)C1O (stereo unspecified) | 58
CN(C)c1nc(N(C)C)nc(N2CCOCC2)n1 | 52
CC(=O)Nc1ccc2c(c1)CCN2C(=O)C1CCCC1 | 61
O=C(CCCn1nc(-c2ccc(Cl)cc2)ccc1=O)Nc1cc(Cl)ccc1Cl | 83
CCOc1ccc(-c2nc(NC(=O)c3ccc(C(C)=O)cc3)sc2C)cc1 | 71
O=C(Cc1ccc(F)cc1)NCCCn1nc(-c2ccc(Cl)cc2)ccc1=O | 65
